C2C12 statin = suppression of simvastatin myotoxicity | C2C12 myotubes + simvastatin, ATP luminescence, 48 h; scaled: DMSO 0, geranylgeraniol control 100 | rescue of ATP level, % at 7.49 µM | 330,000 compounds, 0.78% hits;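 active = mean ATP rescue above about 67%, or every replicate alone reaching that limit, limit read from the data, passing the limit was not always enough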;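 note: myotubes were challenged with 10 µM simvastatin during compound exposure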
FN deposition inh = fibronectin deposition inhibition; inhibition, % at 12.6 µM; AH1F fibroblasts, Alexa488-fibronectin deposition fluorescence, overnight; 350,000 compounds, 0.086% hits; AID 743247;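 active = mean inhibition across replicates of 30% or more, regardless of how many single replicates reach that level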;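 note: positive control wells lacked labelled fibronectin entirely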
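material = AH1F fibroblast monolayer depositing Alexa488-labelled fibronectin into matrix | amount = 10000 AH1F cells/well | buffer or medium = DMEM plus 2% serum, read in PBS | incubation = 1 h cell adhesion before compound, then overnight fibronectin incubation | detection = fluorescence at 485 nm excitation, 525 nm emission | evaluation = percent inhibition as loss of matrix-bound fibronectin fluorescence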
INS-1E GSIS act = primary screen for activators of insulin secretion dependent on glucose, INS-1E cells, GLuc reporter luminescence; INS-1E GLuc reporter insulin secretion, 2-3 h; activation, % at 16.6 µM; 370,000 compounds, 0.61% hits; AID 743287;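 active = lowest replicate activation of at least 40%, so every replicate reaches that level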;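 note: 0% = median of neutral control wells and 100% = median of IBMX positive control wells; some compounds called inactive have numbers as strong as hits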
PGC1a acetyl inh = modulators of PGC1a acetylation. U2OS PGC1a acetylation, AlphaScreen anti-acetyl-lysine; with virally co-expressed GCN5 acetyltransferase. AID 651687. 350,000 compounds, 0.17% hits. inhibition, % at 15.6 µM;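 active = every replicate shows inhibition of at least 40%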;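 note: 0% = neutral control wells and 100% = positive control wells; some results beyond the cut were filed as inactive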
PglD inh = inhibitors of Campylobacter jejuni PglD acetyltransferase. purified PglD enzyme, DTNB colorimetric CoA detection. inhibition, % at 12.5 µM. 360,000 compounds, 0.098% hits. AID 602405; in the data active = inhibition above about 16%, passing the limit was not always enough; note: strong numbers were not always called active
miR122 inh = miR-122 inhibition in Huh7 cells. Huh7 miR-122 Renilla luciferase sensor, 48 h; neutral wells = 0, positive control = 100. activation (reporter increase), % at 12.5 µM. 340,000 compounds, 0.3% hits;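 active = mean replicate activation score at least 90 and every replicate individually at or above 90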;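 note: higher luciferase means less miR-122 activity so hits act as miR-122 inhibitors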
F508del corr = correctors of CFTR F508del function in bronchial epithelial cells. CFBE cells, YFP halide quenching; stimulated with forskolin plus potentiator P3; % fluorescence drop versus neutral controls. activity (quench increase), % at 7.58 µM. 350,000 compounds, 0.36% hits. AID 720511;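 active = mean added fluorescence quench of at least 8% versus neutral control, with both replicates also reaching 8%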;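 note: cells transiently co-express mutant CFTR-F508del with the halide-sensitive YFP; corrector assay measuring rescue of mutant channel to the surface after 24 h compound exposure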
Cneo AK release = Cryptococcus neoformans lysis via adenylate kinase release. C. neoformans lysis, adenylate kinase release luminescence, 4 h; normalised: neutral wells 0, clomiphene wells 100. lysis activity, % at 15 µM. 360,000 compounds, 0.2% hits;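 active = mean lysis activity across replicates of at least 80%, whatever share of replicates individually reach that level; inactive = mean lysis activity below 80%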
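Test system: log-phase Cryptococcus neoformans yeast cells. Input: 5 × 10^6 yeast cells/mL. Medium: fresh YPD growth medium. Doses: single dose. Incubation: static 4 h at 37 °C with compound, 1 h detection. Measured by: luminescent adenylate kinase detection reagent. Read-out: signal increase indicating cell lysis. Benchmarks: Clomiphene.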
The depositor's hits bear a star; · = no result given; & = joins results of further samples; [ ] = dose if it differs, or a comment.

SMILES | C2C12 statin | FN deposition inh | INS-1E GSIS act | PGC1a acetyl inh | PglD inh | miR122 inh | F508del corr | Cneo AK release
CN(CC(=O)Nc1ccc(Cl)c(C(F)(F)F)c1)C(=O)c1cccc(N2C(=O)CCC2=O)c1 | -7 | 1 | -54 | -1 | 4 | -9 | 1.1 | -3
O=C(Cn1nnc(-c2ccc(Cl)cc2)n1)NC(=O)NC1CCCC1 | -3 | 8 | -8 | · | -3 | -6 | -1.1 | 1
Cc1cccc(N(C(=O)Nc2ccc(Cl)cc2)C2=NCC(C)S2)n1 (stereo unspecified) | 2 | -1 | 10 | -23 | -3 | -1 | 0.3 | 1
COc1ccccc1NC(=O)N[C@@H]1CC[C@H](CC(=O)N2CCC(Cc3ccccc3)CC2)O[C@@H]1CO | 7 | -4 | -13 | 5 | 1 | · | -0.7 | -1
O=P(c1cccs1)(c1cccs1)c1cccs1 | 2 | 1 | · | 2 | -8 | -1 | · | -1
CCn1c(SCC(=O)Nc2ccc(C(C)=O)cc2)nc2nc3c(cc2c1=O)CCCC3 | 1 | -1 | 10 | -17 | 1 | -3 | · | 0
CCOC(=O)Nc1ccc(S(=O)(=O)Nc2nccc(C)n2)cc1 | 8 | -25 | · | -1 | 5 | 4 | · | 2
N#Cc1ccccc1NC(=O)COC(=O)CCc1ccccc1 | 16 | 1 | -13 | · | -2 | -1 | -2.2 | 0
Cc1ccc(C(O)c2ccc(-n3ccnc3)cc2)cc1 (stereo unspecified) | -12 | -5 | 18 | · | · | · | 4.2 | ·
NS(=O)(=O)c1ccc(N/N=C/c2ccccc2Br)cc1 | · | -5 | -53 | 15 | · | · | 2.0 | ·
CN(C)C(=O)Nc1ccccc1CC[N+](=O)[O-] | 9 | -8 | 0 | -2 | 1 | -1 | -1.9 | -1
CCOC(=O)c1cc2sc(C)cc2n1CC(=O)Nc1ccc2c(c1)OCCO2 | 1 | · | -8 | · | -2 | 1 | 1.9 | 0
COc1ccc(CCNc2nc(C)nc3c2nnn3Cc2ccccc2)cc1OC | 35 | 0 | 22 | · | -4 | · | -12 | 2
CN(C)C(=O)c1ccc(-c2ccc([C@@H]3[C@@H](CO)N4C(=O)CN(C(=O)C5CCC5)C[C@@H]34)cc2)cc1 | · | 13 | -16 | -2 | · | · | 0.3 | ·
NC(=O)c1ccccc1NC(=O)CN1CCCCCC1 | -1 | -4 | -4 | · | 8 | -5 | 0.7 | 3
Cc1cccc(C(=O)NCC(=O)OCCOc2ccccc2Cl)c1 | -7 | 2 | -3 | · | 0 | 0 | -0.8 | -1
Cn1cc(-c2ccc(C(=O)NCc3cccc(Cl)c3)c3occc23)cn1 | 20 | 10 | 7 | -59 | -1 | 1 | -1.0 | 10
C[C@@H]1CN([C@@H](C)CO)C(=O)c2cc(NC(=O)c3ccncc3)ccc2O[C@@H](C)CCCCO[C@H]1CN(C)C | 11 | · | 12 | 11 | -1 | 2[16.7 µM] | 0.8 | 40
CN(C)c1oc(-c2ccccc2Cl)nc1S(=O)(=O)c1ccccc1 | 28 | -2 | · | -35 | 0 | 2 | -2.5 | 3
O=C(NCC[C@@H]1CC[C@H](NS(=O)(=O)c2ccc(F)cc2)[C@@H](CO)O1)c1ccc2c(c1)OCO2 | 5 | -9 | 9 | -2 | 1 | · | 0.5 | -2

Quoted at random: 2 records from the list.
SMILES | C2C12 statin | FN deposition inh | INS-1E GSIS act | PGC1a acetyl inh | PglD inh | miR122 inh | F508del corr | Cneo AK release
N#Cc1ccccc1NC(=O)COC(=O)CCc1ccccc1 | 16 | 1 | -13 | · | -2 | -1 | -2.2 | 0
O=C(NCC[C@@H]1CC[C@H](NS(=O)(=O)c2ccc(F)cc2)[C@@H](CO)O1)c1ccc2c(c1)OCO2 | 5 | -9 | 9 | -2 | 1 | · | 0.5 | -2

New compounds follow.
SMILES | C2C12 statin | FN deposition inh | INS-1E GSIS act | PGC1a acetyl inh | PglD inh | miR122 inh | F508del corr | Cneo AK release
COc1ccc(/C=C/C(=O)OCC(=O)NC2CCCCCC2)cc1 | 9 | 15 | 1 | 6 | 4 | 0 | 4.7 | -1
O=C(CN1CCOc2ccccc21)N1CCN(c2cccc(Cl)c2)CC1 | -10 | 18 | -12 | 10 | -1 | 3 | 0.9 | 3
O=C(Nc1c(C(=O)Nc2cccc(F)c2)oc2ccccc12)c1ccc2c(c1)OCO2 | -31 | 3 | 31 | 15 | -1 | 3 | · | -1
COc1ccc(NC(=O)Cc2nnc(SCC(=O)Nc3cc(C)ccc3OC)n2C)cc1 | 0 | · | · | -4 | -2 | 4 | · | 3
C[C@H](CO)N1C[C@H](C)[C@H](CN(C)Cc2ccccc2)Oc2ncc(Br)cc2C1=O | 2&-4&-49&-3 | 5 | -3&12 | -4&-25&1 | 7&0&7&-5 | 28 | -2.8&1.4&-1.5&2.0 | -1&1&-1&0
COc1ccc(NC(=O)Nc2ccc3c(c2)C(=O)N([C@@H](C)CO)C[C@H](C)[C@@H](CN(C)C)O3)cc1 | 2 | · | 18 | -2 | 6 | 2[16.7 µM] | -0.3 | 0
CCC(C)[C@H](NC(=O)OC(C)(C)C)c1nnc(SCc2c(C)[nH]c(=O)[nH]c2=O)o1 (stereo partly specified) | 3 | · | 22 | -7 | -5 | -6 | · | 6
O=C(COC(=O)Cc1ccsc1)Nc1ccc(Br)cc1F | 0 | -40 | · | -1 | · | · | 2.0 | ·
CC(SCC(=O)O)c1nc2ccccc2[nH]1 (stereo unspecified) | 1 | -2 | -3 | 8 | 2 | -2 | -1.6 | 0
COc1ccc(CCNC(=O)COC(=O)Cc2c[nH]c3ccccc23)cc1OC | 9 | 3 | 52* | 3 | 0 | -14 | 0.0 | -1
C[C@H](CO)N1C[C@H](C)[C@H](CN(C)Cc2ccc(C(=O)O)cc2)OCc2ccccc2-c2ccccc2C1=O | -22 | -5 | 8 | 8 | 3 | · | -1.8 | 1
CC(c1ccccc1)n1c(-c2ccc(Cl)cc2)n[nH]c1=S (stereo unspecified) | 1 | 0 | 9 | · | -4 | 4 | 0.8 | 8
O=C(Cc1csc(-c2ccccc2)n1)NCc1cccs1 | 5 | 1 | 0 | 3 | -2 | -4 | -2.5 | -1
O=C(COc1cc2oc(=O)c3c(c2cc1Cl)CCC3)N1C[C@H]2C[C@@H](C1)c1cccc(=O)n1C2 | -3 | · | -4 | -11 | 2 | -3 | -1.1 | 9
COc1cccc(C(=O)NCc2nnc(SCC(=O)Nc3nccs3)n2-c2ccccc2)c1 | -2 | 0 | · | · | -1 | 0 | 7.4 | -3
COc1ccc(C#Cc2ccc3c(c2)O[C@H](CN(C)C(=O)CN2CCOCC2)[C@H](C)CN([C@@H](C)CO)S3(=O)=O)cc1 | 15 | · | 3 | -9 | -5 | -54[16.7 µM] | -0.6 | -4
CC(C)(C)c1ccc(S(=O)(=O)N2CCC(NC(=O)c3ccco3)CC2)cc1 | · | 1 | 6 | 1 | 2 | -6 | 1.7 | 0
C[C@@H]1CN([C@@H](C)CO)C(=O)c2cc(C#C[C@@H](C)O)cnc2O[C@@H]1CN(C)Cc1cccc(F)c1 | 3 | -9 | -1 | 1 | 0 | -4[16.7 µM] | -1.0 | 2
COc1cccc(-c2ccc3c(c2)[C@H]2[C@H](CCN2C(=O)Nc2ccccc2OC)[C@@H](CO)N3C)c1 | 25 | -31 | 8 | 2 | -1 | -6[16.7 µM] | 2.1 | -3
Cc1cc(C)nc(SCC(=O)c2ccc(F)cc2F)n1 | 0 | -5 | -9 | -2 | -6 | 1 | 2.4 | -1
Cc1nnc(SCc2cc(=O)[nH]c(N3CCN(Cc4ccccc4)CC3)n2)s1 | -5 | · | · | -3 | 3 | -4 | · | -5
CN1C(=O)c2cc(NC(=O)c3cccc(F)c3)ccc2OC[C@@H]2O[C@@H](CC(=O)O)CC[C@@H]21 | 5 | -18 | 1 | 10 | -4 | -87[16.7 µM] | 0.2 | -5
COC(=O)c1cc(=O)n(-c2c(Cl)cc(C(F)(F)F)cc2Cl)[nH]1 | · | -10 | -14 | 5 | 4 | -5 | -3.3 | -7
Cc1ccc(OCCCCNC(C)c2ccccc2)c(C)c1 (stereo unspecified) | 7 | 13 | -2 | 4 | -4 | -1 | -3.2 | 2
O=C(N[C@@H]1CC[C@@H](CCNS(=O)(=O)c2cccc(Cl)c2)O[C@H]1CO)c1ccccc1 | 2 | · | 1 | 1 | 2 | · | -2.9 | -4
O=C(c1ccncc1)N1CC[C@@H]2[C@@H](CO)Nc3ccc(Br)cc3[C@@H]21 | 4 | -10 | -5 | 0 | -1 | -6[16.7 µM] | 0.4 | -10
COc1cccc(NC(=O)Nc2ccc(C)c(Cl)c2)c1 | -23 | 7 | -6 | -8 | · | 6 | 0.0 | ·
CC(C)CC#Cc1cnc2c(c1)C(=O)N([C@H](C)CO)C[C@@H](C)[C@@H](CN(C)Cc1ccc(F)cc1)O2 | · | · | -46 | -2 | 1 | -4[16.7 µM] | -2.3 | -5
COc1cccc(C(=O)C2CCCN(Cc3c(C)n(C)n(-c4ccccc4)c3=O)C2)c1 (stereo unspecified) | 4 | 9 | 1 | 2 | · | -13 | -2.2 | ·
COc1ccc(C(=O)CNc2ccccc2C#N)cc1 | -4 | 3 | 5 | -4 | -2 | -3 | -1.6 | 4
CN(C)C(=O)C[C@H]1CC[C@H]2[C@@H](COC[C@H](O)CN2CC2CC2)O1 | -11 | -2 | 4 | 4 | 0 | 6[16.7 µM] | 1.8 | 0
CO[C@@H]1CN(C)C(=O)c2ccc(NC(=O)Nc3ccccc3)cc2OC[C@H](C)NC[C@@H]1C | 3 | 13 | 4 | -8 | -2 | 4[16.7 µM] | -0.5 | 3
COC(=O)N(C)C[C@H]1OCc2cn(nn2)CCCC(=O)N([C@@H](C)CO)C[C@H]1C | -13 | -1 | 0 | -2 | · | -2[16.7 µM] | 2.6 | ·
Cc1ccc(Sc2sc(=O)n(C)c2S(=O)(=O)c2ccc(C)cc2)cc1 | · | 9 | 1 | 1 | · | · | 0.6 | ·
C[C@@H]1CN([C@H](C)CO)C(=O)c2cc(NS(C)(=O)=O)ccc2O[C@@H](C)CCCCO[C@@H]1CN(C)C(=O)C1CCCCC1 | 17 | · | 15 | -8 | · | 7[16.7 µM] | -0.3 | ·
Cc1cc(N2CC(C(=O)Nc3nccs3)CC2=O)ccc1C(C)C (stereo unspecified) | -13 | · | -18 | · | 4 | · | -1.2 | 0
COc1ccc(NC(=O)c2ccccc2-c2ccccc2)c(C)c1 | 10 | -1 | 20 | · | -2 | 12 | -1.6 | 1
c1ccc(Nc2ccc3c4c(cccc24)CC3)cc1 | -2 | -18 | · | -21 | 7 | 37 | · | -3
COc1ccccc1N1CCN(CC(=O)Nc2ccc(Cl)c(C(F)(F)F)c2)CC1 | -11 | · | -37 | -3 | 1 | -4 | 0.8 | 53
O=C(NCCN1CCNCC1)c1ccccc1O | 1 | 0 | · | -4 | -7 | -8 | -0.5 | 0
Cc1cc(Cc2cc(C)c(N)cc2C)c(C)cc1N | 12 | 6 | 24 | -2 | 4 | 0 | 1.2 | -2
Cc1noc(C)c1S(=O)(=O)Nc1cccc2c1O[C@H](CN(C)Cc1ccncc1)[C@H](C)CN([C@@H](C)CO)C2=O | · | · | -4 | -1 | 1 | -3[16.7 µM] | -0.6 | 0
COc1ccc(NC(=O)N2C[C@@H](O)COC[C@@H]3O[C@H](CC(=O)N4CCOCC4)CC[C@H]32)cc1 | 9 | 0 | 16 | 2 | 2 | 16[16.7 µM] | 0.6 | -1
